Screens from PubChem BioAssay.
sPLA2-III inh – Inhibits HGIII-sPLA2 liposome hydrolysis, primary screen | Q9NZ20 | QFRET BODIPY PC-A2 liposome hydrolysis, fluorescence | inhibition, % at 12.2 µM | 370,000 tested, 0.56% active;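 active means inhibition above mean plus 3 SD of compounds lying within the high and low control bounds, cut at about 19% in these data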;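 further: 0% = median of test compound wells and 100% = no enzyme DMSO wells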
KLK7 zymogen act – proKLK7 (human) activation, primary screen; 370,000 tested, 0.9% active; P49862; activation, % at 7 µM; purified proKLK7, EDANS-DABCYL substrate fluorescence; 100% is mature enzyme control, 0% vehicle;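 active means activation above the mean of all tested compounds plus 3 SD, computed per campaign excluding outliers beyond control limits, cut at about 13% in these data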
ADAM10 inh – ADAM10 inhibition, QFRET primary screen; recombinant ADAM10, EDANS/DABCYL FRET peptide cleavage, 3 h; O14672; 370,000 tested, 0.62% active; inhibition, % at 7 µM; AID 720582;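 active means inhibition above a per-campaign cutoff equal to the mean of compounds falling between control-based bounds plus 3 SD, cut at about 20% in these data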;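 further: 0% = DMSO wells while the 100% control is not disclosed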
rCAG binder – r(CAG) repeat RNA binding | 370,000 tested, 1.3% active | inhibition, % at 3 µM | TO-PRO-1 dye displacement fluorescence;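 active means inhibition above the plate cutoff, the mean of all test compounds on that plate plus 3 SD, cut at about 35% in these data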;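 further: 0% = DMSO alone and 100% = 100 µM mitoxantrone as full dye displacement; higher means more dye released from RNA so lower well fluorescence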
GC-B act – GC-B (human) receptor activation. P20594. HEK293-GC-B cells, CNP EC30, cGMP TR-FRET; 0% at EC30 CNP, 100% saturating CNP. activation, % at 10 µM. 370,000 tested, 0.11% active;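 active means activation at 10 µM reaching about 35% in either raw or pattern-adjusted values, limit read from the data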
DDE Tn6 FP inh – disrupts Tn6 cyclic peptide binding to fibrin D-Dimer-E complex. P02675. Fibrin DD(E) TRITC-Tn6 fluorescence polarization displacement. inhibition, % at 8.3 µM. 370,000 tested, 0.21% active;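 active means inhibition above a per-campaign cutoff: mean of compounds within control limits plus 3 SD, cut at about 15% in these data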;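 further: 0% = median of all compound wells on the plate and 100% = blocking peptide control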
GAA850 FXN act – activators of GAA850 frataxin (FXN) promoter | HEK293 lucGAA850 FXN promoter luciferase reporter, 24 h; percent of 10 µM SAHA response | activation, % at 6 µM | 360,000 tested, 0.56% active;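 active means activation above the average of all compounds screened plus 3 SD, cutoff fixed separately per campaign, cut at about 7.5% in these data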;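 further: 0% = DMSO wells and 100% = 10 µM SAHA wells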
GC-A act – GC-A (human) enzyme activation; P16066; AID 1671463; activation, % at 10 µM; 370,000 tested, 0.14% active; HEK293 GC-A cells, cGMP TR-FRET, EC30 ANP; 0% at EC30 ANP, 100% saturating ANP; in the data active means activation above about 40%
Target sequence (P16066 whole entry, looked up): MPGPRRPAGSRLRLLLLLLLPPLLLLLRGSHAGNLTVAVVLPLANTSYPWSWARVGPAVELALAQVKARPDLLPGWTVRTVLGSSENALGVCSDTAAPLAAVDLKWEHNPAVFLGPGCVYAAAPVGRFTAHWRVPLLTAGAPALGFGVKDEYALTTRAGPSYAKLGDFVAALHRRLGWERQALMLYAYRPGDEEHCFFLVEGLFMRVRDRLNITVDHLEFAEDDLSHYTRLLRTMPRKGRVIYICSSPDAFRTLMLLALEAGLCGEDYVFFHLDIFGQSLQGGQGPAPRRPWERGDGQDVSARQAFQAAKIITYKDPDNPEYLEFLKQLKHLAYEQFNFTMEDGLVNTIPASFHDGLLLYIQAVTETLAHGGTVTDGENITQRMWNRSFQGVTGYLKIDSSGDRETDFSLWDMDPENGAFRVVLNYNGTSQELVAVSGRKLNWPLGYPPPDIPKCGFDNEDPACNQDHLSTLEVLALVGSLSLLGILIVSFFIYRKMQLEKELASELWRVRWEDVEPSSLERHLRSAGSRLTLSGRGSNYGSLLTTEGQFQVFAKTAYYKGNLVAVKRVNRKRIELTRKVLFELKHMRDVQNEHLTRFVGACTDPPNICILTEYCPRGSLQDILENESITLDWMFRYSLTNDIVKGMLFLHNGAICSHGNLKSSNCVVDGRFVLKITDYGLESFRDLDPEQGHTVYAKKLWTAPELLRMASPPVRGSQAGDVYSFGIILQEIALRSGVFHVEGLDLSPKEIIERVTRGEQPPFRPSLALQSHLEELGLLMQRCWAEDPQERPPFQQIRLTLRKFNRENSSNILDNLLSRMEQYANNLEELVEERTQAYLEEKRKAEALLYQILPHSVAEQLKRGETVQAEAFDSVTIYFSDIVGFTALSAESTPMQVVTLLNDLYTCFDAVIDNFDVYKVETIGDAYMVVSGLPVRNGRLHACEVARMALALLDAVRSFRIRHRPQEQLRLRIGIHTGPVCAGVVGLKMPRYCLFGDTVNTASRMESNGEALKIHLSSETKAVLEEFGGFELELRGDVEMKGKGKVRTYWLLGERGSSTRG
ARFGAP1 inh – rat ARFGAP1 inhibition | 360,000 tested, 0.26% active | Q62848 | inhibition, % at 16.5 µM | Arfgap1-stimulated ARF1 GTP hydrolysis, GDP FP detection | AID 651572;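 active means inhibition above a per-plate limit, mean inhibition of low control wells plus 3 SD, cut at about 25% in these data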;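 further: 0% = DMSO wells with enzyme and 100% = wells lacking Arfgap1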
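Replicates: Single well per compound | Assay system: Truncated rat Arfgap1 GAP domain | Control set: No-Arfgap1 wells (100%) versus DMSO full-reaction wells (0%) | Times: Enzyme reaction 120 min at 25 °C after 20 min preincubation | Reagent: Human ARF1(Δ1-17)-GTP substrate | Measured by: Tracer-displacement fluorescence polarization with EDTA stop, 620/688 nm | Measure: Percent inhibition of Arfgap1-stimulated GTP hydrolysis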
ASAP1 inh – inhibitors of human ASAP1 ArfGAP activity | Q9ULH1 | ASAP1-stimulated ARF1 GTP hydrolysis, GDP FP detection | inhibition, % at 16.5 µM | 360,000 tested, 0.19% active | AID 624377; in the data active means inhibition above about 25%;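 further: 0% = vehicle with enzyme and substrate and 100% = no enzyme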
* = called active by the depositor; i = inactive; / = no result given.

SMILES	sPLA2-III inh	KLK7 zymogen act	ADAM10 inh	rCAG binder	GC-B act	DDE Tn6 FP inh	GAA850 FXN act	GC-A act	ARFGAP1 inh	ASAP1 inh
Cc1ccc(O)c(C(=O)c2cc(C#N)c(=O)n(C(C)c3ccccc3)c2)c1 (stereo not drawn)	-13.1	0.9	7.5	-0.4	-8.6	1.9	2.0	-3.8	-3.6	0.8
CCSc1ncc(Cl)c(C(=O)Nc2cc(C)ccc2C)n1	-4.2	0.5	2.8	1.2	-6.9	2.9	-0.6	-1.0	4.8	4.8
C#CCNC(=O)C[C@H]1C(=O)N(Cc2ccc(OC)cc2)C2=CCCC[C@@]21C(=O)OCC	-3.2	-0.2	2.3	-0.4	1.0	4.1	/	-3.3	/	/
CC12CCC(C(=O)NNc3ccccc3)(OC1=O)C2(C)C (stereo not drawn)	10.8	0.2	-8.6	-1.0	1.9	2.5	-0.2	1.8	-9.9	-10.6
Fc1ccc(-c2cc(C(F)(F)F)n3ncnc3n2)cc1	-5.8	1.6	-381.0	-7.7	3.9	0.4	-0.4	-4.0	6.7	-5.6
CCCCCCOC(=O)CCc1c(C)nc(N)[nH]c1=O	0.9	0.5	1.7	5.9	3.2	-0.1	0.1	0.9	-11.4	-12.2
COc1cc(/C=C/C(=O)OCC(=O)NC(=O)C2COc3ccccc3O2)ccc1OC(F)F (stereo not drawn)	-3.8	0.9	-27.0	-0.4	-3.0	1.2	-1.7	-1.7	8.7	-6.2
Cc1cccc(C)c1-n1nnnc1C1(C)CCC(=O)N1Cc1ccco1 (stereo not drawn)	-0.9	-0.5	1.6	1.5	2.9	0.4	/	-2.3	4.7	7.4
CC(=O)Nc1ccc(NC(=O)CCCNC(=O)c2ccc(Cl)cc2)cc1	-1.7	-0.2	-0.1	-3.0	-6.0	4.5	1.3	2.8	4.0	-12.1
CC(=O)N1CCOc2ccc(S(=O)(=O)NCCc3ccc(S(N)(=O)=O)cc3)cc21	-1.6	-0.3	-2.4	2.9	4.1	3.1	1.3	1.4	-2.7	-4.6
O=C1CCN(CCc2ccccc2)CCN1[C@H](COc1ccccc1)c1ccccc1	-9.7	-0.1	8.6	-5.9	-7.0	-0.1	-0.1	9.5	10.4	-12.0
Cc1ccc2cc(C#N)c(SCC(=O)N3CCCc4ccccc43)nc2c1C	19.6*	-0.1	-8.4	-2.6	1.4	-1.1	-0.5	-3.2	6.5	4.0
O=C(COC(=O)c1ccc(N2CCCC2=O)cc1)c1ccc(OC(F)F)cc1	0.7	0.0	-6.5	-1.1	3.9	-1.6	1.3	7.2	1.1	11.6
O=C(Nc1ccc(NC(=O)c2ccccc2F)cn1)c1ccco1	1.1	0.2	-2.3	0.3	-4.0	2.4	1.4	0.2	-1.3	14.8
CCOC(=O)C1=C(O)/C(=C\c2ccc(CNC(=O)C(=O)Nc3ccccc3)o2)N=C1C	-9.2	0.8	-18.8	46.4*	-3.5	2.5	-1.8	4.3	-8.4	-3.4
COCC(C)NC(=S)NC(=O)c1cc(S(=O)(=O)N2CCOCC2)ccc1C (stereo not drawn)	3.8	-0.3	0.3	-3.6	-1.8	-0.9	2.3	3.7	7.0	-6.4
COC(=O)[C@]12CCCCC=C1N(CCC1=CCCCC1)C(=O)[C@H](CC(=O)N1CCC(c3ccccc3)CC1)C2	-6.3	-0.4	3.1	6.9	4.0	2.3	/	-4.7	-3.8	-2.5
O=C(COC(=O)c1ccc2ncsc2c1)NCc1cccc(Cl)c1	-7.3	-0.7	-8.7	2.8	-3.6	1.6	3.7	-1.0	0.9	3.4
O=S(=O)(Nc1ncccn1)c1ccc(NC(=S)N2CCN(c3cccc(C(F)(F)F)c3)CC2)cc1	-14.9	-0.7	2.2	49.9*	-4.1	8.7	0.8	-0.8	-13.4	-4.8
O=C(O)c1cc(-c2ccc(Cl)s2)nc2ccccc12	-8.1	47.4*	i	15.5	-7.8	-1.4	0.0	3.0	-3.3	4.6
COC(=O)c1ccc(C(=O)OC)c(NC(=S)N2CCC(C)CC2)c1	22.4*	3.4	i	-4.5	3.0	2.1	1.2	6.5	14.1	-6.0
C[C@@H](NC(=O)c1[nH]cnc1C(=O)Nc1ccccc1)c1ccccc1	-16.8	0.1	15.8	10.4	-6.6	6.8	1.5	1.4	6.3	9.6
COc1ccc(N2CCN(CC(=O)Nc3ccc(C)cc3Br)CC2)cc1	0.2	-0.3	-0.2	-3.6	0.3	-1.4	0.0	-1.7	-9.4	-11.1
O=C(CN1CCCC1)Nc1ccccc1Cl	4.9	-0.5	-2.6	1.3	3.9	7.0	-3.0	6.0	-6.5	-2.5
CC(C)C[C@@H]1COc2cccc(NCCO)c2S(=O)(=O)N1	6.9	-0.5	-7.4	1.3	4.8	5.1	/	3.3	7.3	11.8

Continued (4 carried over from the part before).
SMILES	sPLA2-III inh	KLK7 zymogen act	ADAM10 inh	rCAG binder	GC-B act	DDE Tn6 FP inh	GAA850 FXN act	GC-A act	ARFGAP1 inh	ASAP1 inh
C[C@@H](NC(=O)c1[nH]cnc1C(=O)Nc1ccccc1)c1ccccc1	-16.8	0.1	15.8	10.4	-6.6	6.8	1.5	1.4	6.3	9.6
COc1ccc(N2CCN(CC(=O)Nc3ccc(C)cc3Br)CC2)cc1	0.2	-0.3	-0.2	-3.6	0.3	-1.4	0.0	-1.7	-9.4	-11.1
O=C(CN1CCCC1)Nc1ccccc1Cl	4.9	-0.5	-2.6	1.3	3.9	7.0	-3.0	6.0	-6.5	-2.5
CC(C)C[C@@H]1COc2cccc(NCCO)c2S(=O)(=O)N1	6.9	-0.5	-7.4	1.3	4.8	5.1	/	3.3	7.3	11.8
CC(C)C(=O)NCC(c1ccc2c(c1)OCO2)N1CCOCC1 (stereo not drawn)	5.3	0.1	1.8	1.4	-3.1	5.3	0.7	-0.4	-10.5	0.9
CCCC(=O)N(c1ccc2oc(C)c(C(C)=O)c2c1)S(=O)(=O)c1ccc(C)c([N+](=O)[O-])c1	5.6	-0.2	13.8	2.3	11.9	-2.0	1.8	0.0	4.8	-4.6
Cc1cccn2c(=O)c3cc(C(=O)NCC4CCCO4)c(=N)n(C4CCCCC4)c3nc12 (stereo not drawn)	-4.7	24.8*	i	0.1	-1.9	-10.6	6.1	8.1	15.2	-14.6
COC(=O)c1ccc(N=NN2CCCCCC2)cc1	2.8	-0.2	-8.7	-6.2	-1.9	-4.6	7.0	0.7	-1.9	-3.9
O=c1c(Br)ccc(Br)cc1Br	12.0	0.1	-10.5	2.6	7.4	-5.7	-15.8	9.9	-9.4	-7.2
CCOC(=O)C1=C(C)N=C2c3ccccc3C(=O)C2C1c1ccccc1 (stereo not drawn)	8.4	-0.5	8.7	7.2	-18.1	-0.8	-2.4	-33.5	-5.6	-5.2
COc1cc2[nH]c(C(=O)N3CCN(C)CC3)cc2c(OC)c1OC	7.0	-0.2	-7.0	-3.5	-2.7	-3.0	-1.7	1.8	14.6	9.3
Nc1nc(CSc2ccccn2)nc(Nc2ccccc2)n1	6.5	-0.3	-3.8	0.2	-0.2	-1.9	3.5	1.6	-2.0	-7.5
CC(C)C[C@@H](CN1CCCC1CN1C(=S)NC[C@@H]1Cc1ccccc1)N1C[C@H](Cc2ccccc2)N(CC2CCCCC2)C1=S (stereo partly drawn)	-2.7	-0.6	-5.6	7.3	4.8	-3.4	/	-0.6	-1.4	9.3
CC(OC(=O)CN1C(=O)NC2(CCCCC2C)C1=O)c1ccccc1 (stereo not drawn)	10.4	-0.5	-7.5	-5.8	-4.2	4.2	0.5	1.5	9.4	6.8
O=C(Nc1ccc(OC(F)(F)F)cc1)c1ccc(-n2cncn2)nc1	0.5	0.8	2.4	-3.8	1.3	-3.5	-1.2	-1.1	9.7	5.4
COCC(C)NC(=O)c1noc2c1CCc1cc(OC)ccc1-2 (stereo not drawn)	2.0	-0.2	-12.2	-4.8	3.3	-3.3	4.1	2.4	2.9	0.4
COc1cc(Br)c(CC(=O)NNC(=O)c2ccc(F)cc2)cc1OC	8.8	-0.3	-7.2	3.8	-0.1	0.3	-0.5	-4.4	4.4	-3.3
O=C(O)C1CCC(Cn2c(SCc3cc(=O)n4ccccc4n3)nc3ccsc3c2=O)CC1 (stereo not drawn)	-0.1	0.1	-4.6	-4.3	-2.4	-3.3	1.3	-0.9	6.3	9.8
CCCN1C(=O)c2cccc3c(N4CCCCC4)ccc(c23)C1=O	-39.8	-1.6	-224.9	-18.4	4.5	3.9	-0.4	1.0	1.4	-2.2
CCOC(=O)C1CCCN(C(=O)COc2ccc(C(=O)c3ccc(F)cc3)cc2)C1 (stereo not drawn)	-9.0	0.7	-2.0	-0.7	2.5	2.3	-1.6	-3.0	0.2	9.5
CN(C)c1cccc(NC2=CC(=[N+]3CCOCC3)CC(C)(C)C2)c1	2.6	0.2	7.4	-2.9	-0.9	-0.9	-2.1	-5.1	-3.4	1.8
Cc1ccc(S(=O)(=O)CCC(=O)N(C)c2c(N)n(Cc3ccccc3)c(=O)[nH]c2=O)cc1	1.9	-0.2	4.5	0.7	3.5	5.0	1.2	1.6	-3.9	11.4
CS(=O)(=O)N(CC(=O)N1CCCC1)c1cccc(Cl)c1Cl	6.3	-0.6	2.7	-6.1	-4.6	2.8	3.3	-4.8	7.7	-9.3
CCN(CC)C1CC(=O)N(c2ccc(Br)cc2)C1=O (stereo not drawn)	0.9	-0.1	-1.4	7.0	13.6	-2.4	-0.3	3.3	12.8	-11.7
CC(O)/C=C/c1ccc2ccccc2n1 (stereo not drawn)	-4.7	0.5	-5.1	-0.1	2.9	-1.4	1.3	-0.2	6.2	-3.8
CN(C)c1ccncc1C(=O)Nc1ccc(F)cc1F	17.9	-0.4	-1.4	-1.1	-1.0	-7.8	0.6	3.9	10.0	-6.6
COc1ccccc1Cc1c(-c2ccc(F)cc2)nc2c3ccccc3ccn12	-2.2	-4.6	-24.7	7.3	-1.5	-5.5	/	-7.7	3.3	-7.2
O=C(O)c1cccc(NS(=O)(=O)c2ccc(Cl)c(C(=O)O)c2)c1	1.3	0.2	-4.9	1.3	1.0	-6.3	2.5	0.0	0.1	-7.0
CCc1cccc2sc(NC(=O)C3CC3)nc12	1.6	-0.2	8.3	3.1	-15.0	-2.1	-0.9	23.3	13.7	13.3
CC1=NN(c2ccc(Cl)cc2)C(=O)/C1=C\c1cccn1-c1ccc(S(N)(=O)=O)cc1	15.7	0.4	4.5	24.3	-14.4	0.1	2.3	-4.9	0.8	-14.3
O=C(CNC(=O)c1ccc(F)cc1)Nc1ccccc1C(F)(F)F	-2.8	0.7	8.9	0.8	2.1	-2.0	2.5	-0.3	-11.5	25.3*
Clc1ccc(SCCN2CCNCC2)cc1	3.6	0.0	-3.4	2.2	0.2	-2.7	2.1	2.0	-12.4	-14.8
O=C1C(Cc2c[nH]c3ccccc23)NC(=S)N1C1CCCCC1 (stereo not drawn)	-43.2	0.5	6.6	1.4	1.5	11.3	1.3	-3.5	2.9	1.2
